# Source: PubChem BioAssay
# SV40 large T antigen: SV40 large T antigen inhibitors, biochemical (AID 1903). SV40 large T antigen ATPase/helicase inhibition assay; higher % means a stronger effect. one-dose inhibition, % at 20 µM; IC50 in µM for titrated hits. actives 0.39% (n = 310,000); in the data active = a potency from the dose series; inconclusive = inhibition mostly from about 32% at the one dose, without a potency; inactive = the rest, 99 in 100 with inhibition below about 32%; also: strong numbers were not always called active
# Ins promoter up: insulin promoter activators in MIN6 cells, imaging, high-content screening, mouse beta cells; z-score at 5 µM; MIN6 insulin promoter-GFP reporter; hits give high values; actives 0.3% (n = 190,000);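 active = z-score above 3 at 5 µM with at least 500 cells counted in the well; inconclusive = wells under 500 cells, flagged as cytotoxic or low count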
# PMI inhibition: human PMI inhibitors, high substrate, primary screen, biochemical, fluorescence intensity, high mannose 6-phosphate (AID 1220); inhibition, % at 20 µM; hits with a dose series show IC50 in µM; recombinant PMI enzyme, coupled fluorescence intensity; higher % means a stronger effect; Mannose-6-phosphate isomerase (Homo sapiens); actives 0.66% (n = 190,000)
# CSM14.1 death rescue: rescue of cells from ER stress-induced death, primary screen, 384-well, CSM14.1, thapsigargin, ATP luminescence (AID 1222) | cellular ATP content (survival), % at 20 µM, or EC50 in µM where a hit was titrated | CSM14.1 thapsigargin-induced death rescue, ATP luminescence; higher % means a stronger effect | 190,000 tested, under 10 active;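 active = EC50 below 50 µM in the dose-response confirmation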;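 also: death triggered by thapsigargin at about 15 µM added after 2 h compound pretreatment; cell ATP read after overnight thapsigargin exposure of roughly 18 to 22 hours; normalized against plate controls of thapsigargin alone and 5% DMSO vehicle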
# Salmonella PhoP GFP: inhibitors of PhoP regulon expression, primary screen, Salmonella Typhimurium, GFP reporter (AID 1863); S. Typhimurium PhoP-regulated promoter GFP reporter, 4 h; higher % means a stronger effect; inhibition, % at 50 µM; hits with a dose series show IC50 in µM; actives 0.16% (n = 300,000);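 active = inhibition over 29.93%, a cutoff 3 SD above the screen mean, later confirmed by dose response; inconclusive = inhibition over 29.93% but no dose response follow-up; inactive = inhibition at most 29.93% or unconfirmed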;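 also: 0% = low Mg2+ inducing control and 100% = high Mg2+ repressing control; strong numbers were not always called active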
# RSV antiviral HEp-2: RSV antiviral activity via CPE protection, HEp-2 cells, primary 10 µM value included (AID 2391); HEp-2 cells, RSV-induced CPE inhibition; higher % means a stronger effect; CPE inhibition, % at 10 µM, or IC50 in µM where a hit was titrated; actives 0.13% (n = 310,000); in the data active = a potency from the dose series; inconclusive = CPE inhibition mostly from about 23% at the one dose, without a potency; inactive = the rest, 99 in 100 with CPE inhibition below about 21%; also: strong numbers were not always called active
# PMI inhibitors: inhibitors of human PMI, primary screen, biochemical, fluorescence intensity, coupled assay (AID 1209). actives 0.42% (n = 190,000). purified PMI enzyme, coupled fluorescence intensity; higher % means a stronger effect. Mannose-6-phosphate isomerase (Homo sapiens). one-dose inhibition, % at 20 µM; IC50 in µM for titrated hits;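 also: plate controls were DMSO vehicle for no effect and wells lacking substrate for full effect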
# TNAP activation fold: human TNAP enzyme activators, primary screen, biochemical, luminescent, no phosphate acceptor, uHTS (AID 1001); Alkaline phosphatase, tissue-nonspecific isozyme (Homo sapiens); purified TNAP, luminescent activation assay, no phosphate acceptor; higher activation fold means a stronger effect; one-dose activation fold at 20 µM; EC50 in µM for titrated hits; actives 0.03% (n = 200,000); in the data active = activation fold from about 3, or a potency from the dose series; inactive = the rest, 99 in 100 with activation fold below about 1.6; also: many of its hits are not listed in these tables
# West Nile virus CPE: West Nile virus antiviral activity, cell-based, CPE readout (AID 1621); actives 0.02% (n = 290,000); West Nile virus-infected cells, CPE inhibition; higher % means a stronger effect; one-dose CPE inhibition, % at 10 µM; IC50 in µM for titrated hits; in the data active = a potency from the dose series; inconclusive = CPE inhibition mostly from about 3.7% at the one dose, without a potency; inactive = the rest, 99 in 100 with CPE inhibition below about 2.2%; also: strong numbers were not always called active
# Ins promoter up cell count: further read-out of Ins promoter up, marked with its call; cell count; measured here: cytotoxicity, nuclei count;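 total cells summed across four imaged fields per well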
# Numbers without * were called inactive; u = inconclusive; x = no result given. Rule as the data show it, unless noted: active = inhibition above about 50%; inactive = the rest.
Structure,SV40 large T antigen,Ins promoter up,Ins promoter up cell count,PMI inhibition,CSM14.1 death rescue,Salmonella PhoP GFP,RSV antiviral HEp-2,PMI inhibitors,TNAP activation fold,West Nile virus CPE
CC(NC(=O)COC(=O)c1cn(-c2ccccc2)nc1-c1cccs1)c1ccccc1 (centres undefined),1%,-1.4,909,3%,-1.4%,7%,3.5%,13%,1.1,-0.8%
COc1cc(Cl)c(C)cc1N1C(=O)CN(Cc2ccccc2)C1=S,4%,x,x,x,x,-2%,6.7%,x,x,-0.8%
COc1ccc(NC(=O)NC2(C(=O)N3CCCC3)CCCCC2)cc1,10%,x,x,x,x,1%,1.1%,x,x,-0.3%
C[C@@H]1NC(=O)[C@H](CCCN=C(N)N)NC(=O)c2cc([N+](=O)[O-])cc(I)c2NCCC[C@@H](C(N)=O)NC1=O,13%,-0.26,827,-14%,-0.7%,5%,-0.7%,-14%,1.1,0.3%
COc1cccc(C(=O)O/N=C(\N)c2ccccn2)c1,4%,x,x,x,x,-4%,-2.3%,x,x,-1.1%
CCOC(=O)N1CCN(C(=O)CNC(=O)c2nn(-c3ccc(OC)cc3OC)c(=O)c3ccccc23)CC1,3%,x,x,x,x,6%,1.3%,x,x,-0.2%
CCN1C(=C(C#N)C#N)C=Cc2cc(C)ccc21,7%,-0.8,1223,5%,2.0%,-9%,20%,4%,1.1,-0.6%
CC1(C)C=Cc2c(c3ccccc3[nH]c2=O)O1,4%,0.43,1227,-13%,5.4%,12%,5.2%,-6%,1.1,0.5%
Cc1cc(C(=O)NNC(=O)/C=C/c2ccccc2Cl)c(C)o1,12%,x,x,x,x,-4%,2.5%,x,x,-0.5%
Cc1nnc(SCC(=O)Nc2ccc(S(=O)(=O)Nc3ccc(Cl)nn3)cc2)s1,17%,x,x,x,x,-8%,0.6%,x,x,-0.2%
Cc1ccc2cc([N+](=O)[O-])ccc2n1,6%,-0.16,1073,x,x,-3%,4.2%,x,x,0.3%
CC(C)C1=NN(C(=O)c2cccnc2)C(O)(C(F)(F)F)C1 (centres undefined),7%,x,x,2%,-0.8%,13%,0.5%,6%,1.1,-0.5%
O=C(OCC(=O)N1CCOCC1)c1ccccc1Cc1ccccc1,7%,0.75,1691,-20%,-0.7%,3%,0.8%,-23%,1.1,-0.9%
Cc1[nH]c2ccccc2c1Cc1nnc(SCC(N)=O)o1,-2%,4.8*,1954*,14%,-1.6%,3%,-0.1%,12%,1,0.2%
CC(C)c1ccc(/C=N/NC(=O)CC(=O)NCc2ccccc2)cc1,33%,-0.57,1212,-9%,x,-5%,4.2%,-11%,1.1,-0.5%
COCC(C)N1CCC(Oc2ccc(C(=O)NCc3ccccn3)cc2)CC1 (centres undefined),4%,x,x,x,x,5%,-1.2%,x,x,-0.1%
O=C1N=c2ccccc2=C1c1sc(=S)n(Cc2ccccc2Cl)c1O,6%,0.34,1353,x,x,-7%,3.3%,x,x,-0.5%
CC(C)=CCN1CCN(Cc2cnc(C)s2)CC1CCO (centres undefined),3%,-0.5,1629,2%,0.5%,-7%,-1.4%,4%,1.1,0.4%
Cn1c(N)c(C(=O)Nc2cccc(Cl)c2)c(=O)n(C)c1=O,6%,x,x,x,x,-6%,1.1%,x,x,u
COc1ccc(-c2noc(CCCOc3ccccc3)n2)cc1OC,-7%,-0.49,1679,17%,-4.3%,9%,2.5%,21%,1.1,-0.3%
COc1ccc(/C=N/NC(=S)Nc2ccccc2)cc1COc1ccc(F)cc1F,8%,0.36,1310,6%,0.8%,4%,3.6%,6%,1,-0.5%
CCOC(=O)CSc1ncnc2c1cnn2-c1ccc(C)cc1,-1%,-0.3,1204,7%,-1.6%,4%,2.7%,8%,1.1,-0.1%
Cc1cc(C)n(C(=O)c2cccc(S(=O)(=O)N3CCOCC3)c2)n1,2%,1.2,1267,-1%,3.9%,14%,0.9%,13%,1,0.0%
Cc1cccc(N2C(=O)CC(Sc3nccc(C)n3)C2=O)c1 (centres undefined),21%,x,x,x,x,1%,0.8%,x,x,-0.5%
N#CCN1CCC/C1=C\[N+](=O)[O-],25%,-0.11,946,-6%,0.4%,-7%,0.4%,-2%,1.1,-0.2%

# (more compounds)
Structure,SV40 large T antigen,Ins promoter up,Ins promoter up cell count,PMI inhibition,CSM14.1 death rescue,Salmonella PhoP GFP,RSV antiviral HEp-2,PMI inhibitors,TNAP activation fold,West Nile virus CPE
NC(=S)NN=C(Cc1ccccc1)Cc1ccccc1,-6%,-2,1392,3%,-1.3%,-9%,16%,9%,1.9,-1.3%
COc1cccc(-c2nc(CS(=O)(=O)CC(=O)NCc3ccc4c(c3)OCO4)c(C)o2)c1,4%,x,x,x,x,5%,2.4%,x,x,-0.4%
CCOC(=O)c1ccc(NS(=O)(=O)c2ccc3c(c2)NC(=O)CCS3)cc1,16%,x,x,x,x,-7%,-2.3%,x,x,-0.1%
NC(=O)C(Cc1ccccc1)NS(=O)(=O)c1ccc(N2CCCC2=O)cc1 (centres undefined),11%,0.48,1334,-3%,-1.1%,-12%,1.0%,0%,1.1,-0.5%
COc1ccccc1C(=O)C1CCCN(C(=O)C2CCCC2)C1 (centres undefined),13%,-0.15,1521,-6%,1.3%,-5%,11%,-5%,1.1,-1.9%
O=C(CNC(=O)c1cccc(F)c1)N/N=C/c1cccc([N+](=O)[O-])c1,17%,0.28,1232,-4%,-0.9%,0%,0.8%,0%,1.1,0.1%
COc1cc(NC(=O)COc2cc(O)c3c(c2)OC(C)(C)CC3=O)cc(OC)c1,14%,x,x,x,x,-2%,1.8%,x,x,-0.5%
Nc1nnc(C(c2ccccc2)c2ccccc2)s1,5%,0.03,1541,4%,-2.1%,10%,2.8%,8%,1.1,0.6%
COc1ccc(C)cc1NC(=O)CCNC(=O)Cn1cnc2ccccc2c1=O,0%,x,x,x,x,10%,1.7%,x,x,-0.3%
CC(C)Nc1nnc(SCC(=O)Nc2ccc3c(c2)C(=O)c2ccccc2C3=O)s1,-17%,-0.17,1151,20%,-2.7%,26%,4.9%,8%,1,3.3%
S=C(NC1CCCCC1)N1CCn2cccc2C1c1ccncc1 (centres undefined),10%,-1.3,1050,6%,-1.0%,-1%,0.5%,2%,1.1,-0.4%
CC(=O)Nc1ccc(S(=O)(=O)NNC(=O)C(=O)NNc2ccccn2)cc1,10%,-0.61,1478,x,x,4%,0.2%,x,x,0.1%
CCCN(CCC)C(=S)Nc1cc(C(=O)OC)ccc1C(=O)OC,5%,-0.06,1288,2%,5.9%,6%,0.8%,-2%,1.1,-0.8%
CCCn1nc(NS(=O)(=O)c2cccc3nonc23)c2cc3cc(C)ccc3nc21,u,x,x,x,x,-5%,13%,x,x,-1.0%
O=C(O)CCC(=O)Nc1cccc(-c2nc3ccccc3o2)c1,5%,x,x,x,x,-6%,-0.5%,x,x,0.0%
Cc1nnc2sc(SCC(=O)Nc3ccc(Br)cc3)nn2c1=O,16%,0.4,1149,2%,-0.7%,-2%,0.1%,3%,1.1,0.8%
CCn1nnnc1SCC(=O)c1ccc(C)cc1C,-4%,0.17,1259,0%,-3.8%,-1%,0.6%,-7%,1,0.0%
NC(=O)C1CC(=O)N(c2ccc(OCc3ccc([N+](=O)[O-])cc3)cc2)C1 (centres undefined),-2%,x,x,x,x,-1%,-0.9%,x,x,-1.1%
N=c1c(S(=O)(=O)c2ccc(Cl)cc2)cc2c(=O)n3ccccc3nc2n1CC1CCCO1 (centres undefined),16%,x,x,x,x,-12%,1.3%,x,x,0.1%
Cc1noc(C)c1S(=O)(=O)N1CCC(C(=O)Nc2ccc(Br)cc2)CC1,9%,x,x,x,x,-9%,0.7%,x,x,-0.1%
Cc1[nH]c2ccccc2c1C(=O)C(=O)N1CCN(c2cccc(Cl)c2)CC1,7%,x,x,x,x,6%,8.9%,x,x,-0.3%
CC(=O)SCC(C)C(=O)NCc1ccccc1 (centres undefined),2%,x,x,-3%,-0.6%,-3%,0.9%,-2%,1.1,-0.1%
O=C(O)c1ccc(N=Cc2c(O)ccc3oc4c(c23)CCCC4)cc1,15%,0.04,1445,x,x,-12%,9.8%,x,x,-1.1%
Cn1ncc(Cl)c1C(=O)NCc1ccco1,9%,0.85,1468,11%,0.0%,-6%,-0.6%,6%,1.1,0.3%
COc1cccc(Oc2ccc(C(F)(F)F)cc2NC(=O)c2cccc(F)c2)c1,1%,0.12,1388,1%,-8.7%,10%,1.0%,4%,1.1,-1.4%

# Going on with the list:
Structure,SV40 large T antigen,Ins promoter up,Ins promoter up cell count,PMI inhibition,CSM14.1 death rescue,Salmonella PhoP GFP,RSV antiviral HEp-2,PMI inhibitors,TNAP activation fold,West Nile virus CPE
CN(C)c1ccc(CNC(=O)C2CCC(CNc3c(N4CCCCC4)c(=O)c3=O)CC2)cc1 (centres undefined),32%,0.33,1055,x,x,0%,3.4%,x,x,0.6%
COc1ccc(C2CC(=O)C3=C(C2)Nc2ncnn2C3c2ccccc2C)cc1 (centres undefined),12%,-0.04,1423,4%,-1.4%,2%,-0.9%,3%,1.1,u
CC(=O)c1cn(CCOc2cc(C)ccc2C)c2ccccc12,8%,x,x,x,x,-3%,-0.4%,x,x,-2.0%
CCOC(=O)c1ccc(N2C(=O)C(CC(N)=O)N(NC(=O)c3cccc(F)c3)C2=S)cc1 (centres undefined),8%,x,x,x,x,3%,1.2%,x,x,0.4%
CCCCCc1cc(=O)oc2c(C(CCN3CCN(c4ccccc4)CC3)c3ccc(N(C)C)cc3)c(OC)cc(OC)c12 (centres undefined),1%,x,x,x,x,3%,2.0%,x,x,-1.1%
C=CCC(NCc1ccco1)c1ccc(OC)cc1OC (centres undefined),1%,0.45,1294,-6%,-1.0%,-8%,0.6%,2%,1.1,0.1%
CC(C)CCN(C(=O)c1csnn1)C(C(=O)NC1CCCCC1)c1ccc(F)cc1 (centres undefined),-3%,x,x,x,x,5%,0.4%,x,x,-0.6%
O=C(c1cccc(OCc2ccccc2)c1)N1CCOCC1,3%,-0.98,1601,13%,-1.8%,0%,-0.1%,9%,1.1,-0.6%
COc1ccnc(Oc2cccc(C(F)(F)F)c2)c1C(=O)N/C=N/OCc1ccccc1F,13%,-0.48,1331,18%,-1.9%,5%,-0.1%,25%,1,-0.6%
CCN(CC)CCCN(Cc1cc2cc3c(cc2[nH]c1=O)OCCO3)C(=O)Nc1ccc(F)cc1,0%,-2.4,583,0%,-4.7%,20%,-2.9%,1%,1.1,0.6%
S=C(NCCC(c1ccccc1)c1ccccc1)Nc1ccccc1Cl,5%,-0.14,1614,15%,-0.6%,-3%,14%,12%,1.8,0.1%
O=[N+]([O-])c1ccc(-c2ccc(/C=N/Nc3nc(NCc4ccccc4)nc(N4CCOCC4)n3)o2)cc1,2%,x,x,x,0.2%,-4%,-0.7%,x,0.8,0.9%
